CHT allo act – human CHT allosteric activation | actives 0.49% (n = 310,000) | Q9GZV3 | CHT-expressing cells, membrane potential dye, choline EC20; stronger effect = higher value; LV-AA mutant CHT in HEK293 cells | B-score at 10 µM;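 active means initial fluorescence not abnormally high and integrated response B-score, plate-corrected, over 3 SD above library mean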
Target sequence (Q9GZV3 whole entry, looked up): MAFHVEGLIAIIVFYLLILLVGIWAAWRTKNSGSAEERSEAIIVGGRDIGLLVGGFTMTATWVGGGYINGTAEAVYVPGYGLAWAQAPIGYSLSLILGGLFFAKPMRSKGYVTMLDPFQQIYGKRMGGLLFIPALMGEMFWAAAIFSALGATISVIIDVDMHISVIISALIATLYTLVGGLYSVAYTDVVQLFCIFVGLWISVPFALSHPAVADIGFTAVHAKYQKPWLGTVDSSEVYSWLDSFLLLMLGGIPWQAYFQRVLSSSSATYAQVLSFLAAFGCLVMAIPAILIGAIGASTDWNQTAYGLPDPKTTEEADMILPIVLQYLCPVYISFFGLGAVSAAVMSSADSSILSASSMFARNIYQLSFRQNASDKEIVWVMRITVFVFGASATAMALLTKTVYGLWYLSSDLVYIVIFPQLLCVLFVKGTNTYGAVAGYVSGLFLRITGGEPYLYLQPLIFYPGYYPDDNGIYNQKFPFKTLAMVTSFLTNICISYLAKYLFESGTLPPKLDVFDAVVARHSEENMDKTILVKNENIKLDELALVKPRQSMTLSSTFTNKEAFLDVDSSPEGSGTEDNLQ
STK33 kinase inh – blocks human STK33 kinase activity. Q9BYT3. AID 2661. purified STK33, MBP phosphorylation, ADP-Glo luminescence. inhibition, % at 10 µM. actives 0.073% (n = 320,000);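 active means inhibition at or above 25%, using the most active replicate where run in duplicate; inactive means inhibition below 25%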
Target sequence (Q9BYT3 whole entry, looked up): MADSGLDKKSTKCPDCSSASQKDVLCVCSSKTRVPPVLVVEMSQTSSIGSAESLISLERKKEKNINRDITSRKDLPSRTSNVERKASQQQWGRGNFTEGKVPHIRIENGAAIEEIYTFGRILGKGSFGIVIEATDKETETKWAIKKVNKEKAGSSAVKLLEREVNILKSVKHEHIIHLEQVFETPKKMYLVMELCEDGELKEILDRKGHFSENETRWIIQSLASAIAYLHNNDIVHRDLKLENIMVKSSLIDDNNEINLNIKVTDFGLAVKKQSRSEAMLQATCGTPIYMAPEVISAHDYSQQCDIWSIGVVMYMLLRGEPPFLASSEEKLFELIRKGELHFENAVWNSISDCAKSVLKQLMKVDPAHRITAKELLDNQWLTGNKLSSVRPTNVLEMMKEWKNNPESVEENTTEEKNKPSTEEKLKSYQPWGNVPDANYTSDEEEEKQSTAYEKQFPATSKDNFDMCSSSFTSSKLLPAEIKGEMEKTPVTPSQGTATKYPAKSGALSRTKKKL
CHT inh – human CHT choline transport inhibition | Q9GZV3 | CHT-expressing cells, membrane potential dye, choline response; stronger effect = lower value | actives 0.86% (n = 310,000) | AID 488975 | B-score at 10 µM;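 active means B-score over 3 SD under the library average, and starting fluorescence ratio not unusually high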;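 further: choline stimulus applied at its EC90 after an EC20 pre-addition; B-score computed on integrated fluorescence ratio after choline addition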
Numbers without * were called inactive; i = inactive; x = no result given.

SMILES | CHT allo act | STK33 kinase inh | CHT inh
O=c1cc(NCc2ccc3c(c2)OCO3)[nH]c(=O)n1-c1ccc(Cl)cc1 | i | 0.7 | i
COc1ccc(OC)c(N(CC(=O)N2CCN(c3cc(Cl)ccc3C)CC2)S(C)(=O)=O)c1 | i | -0.1 | i
Cc1cccc(OCC(O)CN2CC3(C)CC2CC(C)(C)C3)c1 (stereo not given) | i | 0.3 | i
CC(C)(C)c1ccc(C(=O)NCCC(=O)N2CCCC2)cc1 | i | 0.4 | i
C=C(C)Cn1c(N2CCCC2)nc2c1c(=O)n(C)c(=O)n2C | i | -0.2 | i
COc1cc2cc(CN(C(=O)NC3CCCCC3)C3CCCC3)c(=O)[nH]c2cc1OC | i | -1.3 | i
c1ccc(-c2cc(-c3ccccc3)[nH]n2)cc1 | i | -0.4 | i
CCCc1cc(=O)[nH]c(SCC(=O)Nc2nc3ccc(OCC)cc3s2)n1 | i | 1.2 | i
O=C(NCCCN1CCCCC1)C1(S(=O)(=O)c2ccc(Cl)cc2)CC1 | i | -0.5 | i
C[n+]1ccn(CC(=O)c2cc(C(C)(C)C)c(O)c(C(C)(C)C)c2)c1 | i | 0.6 | i
Cc1cc(C)n(-c2ccc(C(=O)Nc3nnc(C)s3)cc2)n1 | i | -1.3 | i
CCCCCn1c(=N)c(S(=O)(=O)c2ccc(Br)cc2)cc2c(=O)n3cccc(C)c3nc21 | i | -2.1 | i
Cc1ccc(Cl)cc1NC(=O)CSc1nncn1-c1ccccn1 | i | -1.4 | i
CCCC(CCC)C(=O)Nc1cccc(C(=O)O)c1 | i | -1.8 | i
CCn1ncc(C2=NOC(C(=O)Nc3cccc(O)c3)C2)c1C (stereo not given) | i | -0.5 | i
CCCC(=O)Nc1ccc(Nc2ccccc2)cc1 | i | -0.3 | i
O=C(Nc1nnc(S(=O)(=O)N2CCCCCC2)s1)c1ccccc1 | i | -0.1 | i
COc1ccccc1N(CC(=O)Nc1ccccc1C)S(C)(=O)=O | i | -1.1 | i
COc1ccc(C(CNC(=O)c2ccc(Cl)c(NC(=O)c3cccs3)c2)N2CCCC2)cc1 (stereo not given) | i | -1.7 | i
CC(C)c1ccc(NC2CCCN(C(=O)c3ccc(Cn4cnnn4)cc3)C2)cc1 (stereo not given) | i | -1.8 | i
Fc1ccccc1N1CCN(CC2CC3C=CC2C3)CC1 (stereo not given) | i | -0.8 | i
CN1C(=O)c2ccccc2C(C(=O)O)C1c1cccc(F)c1 (stereo not given) | i | -1.5 | i
CCCNC(=O)c1cc2c(C(F)(F)F)nn(C)c2s1 | i | -0.4 | i
Cc1ccc(-c2cc(C(=O)N3CCOCC3)c3cc(C)ccc3n2)cc1 | i | -0.2 | i
CCOC(=S)SCc1cn2ccc(C)cc2n1 | i | -2.3 | i

Record cards, from the list above. Order of screens: CHT allo act | STK33 kinase inh | CHT inh
CCCC(=O)Nc1ccc(Nc2ccccc2)cc1 in the list: i | -0.3 | i
O=C(Nc1nnc(S(=O)(=O)N2CCCCCC2)s1)c1ccccc1 in the list: i | -0.1 | i
CCn1ncc(C2=NOC(C(=O)Nc3cccc(O)c3)C2)c1C (stereo not given) in the list: i | -0.5 | i
O=C(NCCCN1CCCCC1)C1(S(=O)(=O)c2ccc(Cl)cc2)CC1 in the list: i | -0.5 | i
CCCc1cc(=O)[nH]c(SCC(=O)Nc2nc3ccc(OCC)cc3s2)n1 in the list: i | 1.2 | i

The listing picks up; the 3 compounds before the break are reprinted first.
SMILES | CHT allo act | STK33 kinase inh | CHT inh
CCCNC(=O)c1cc2c(C(F)(F)F)nn(C)c2s1 | i | -0.4 | i
Cc1ccc(-c2cc(C(=O)N3CCOCC3)c3cc(C)ccc3n2)cc1 | i | -0.2 | i
CCOC(=S)SCc1cn2ccc(C)cc2n1 | i | -2.3 | i
O=C(NNC(=O)c1ccc(-c2ccccc2)cc1)c1ccccc1 | i | -0.9 | i
COc1ccc(NC(=O)CN(C)S(=O)(=O)c2cccs2)cc1 | i | -3.0 | i
CCOc1ccc(-c2cc(C(=O)Nc3ccc4c(c3)OCCO4)c3ccccc3n2)cc1 | i | -0.9 | i
O=C(CNCC1CCCO1)N1CCCCCC1 (stereo not given) | i | -0.8 | i
CCCCN(CCCNC(=O)Cn1ncc2ccsc2c1=O)Cc1ccccc1 | i | -1.3 | i
COC(=O)c1ccc2c(=O)n(Cc3ccco3)c(SCC(=O)Nc3cc(C)on3)nc2c1 | i | -0.6 | i
CCOCCCNC(=O)C(NC(=O)Cc1cccs1)c1ccc(Cl)cc1 (stereo not given) | i | -2.9 | i
CCN(CC)S(=O)(=O)c1cccc(C(=O)Oc2cccnc2)c1 | i | 0.6 | i
CC(C)CC(=O)NC(=S)Nc1ccc(N2CCOCC2)c(Cl)c1 | i | -1.5 | i
CCOC(=O)N1CCC(Nc2c(N3CCN(c4cc(Cl)ccc4C)CC3)c(=O)c2=O)CC1 | i | 0.3 | i
O=C(NC1CCCC1)C(c1ccccc1)N(Cc1ccccc1)C(=O)c1csnn1 (stereo not given) | i | -3.9 | i
CCOC(=O)C1C(c2ccc(C(=O)O)cc2)NC(=O)NC1(O)C(F)(F)F (stereo not given) | i | -0.8 | i
Cc1cc(-c2ccccc2)nc(=O)[nH]1 | i | -0.8 | i
Cc1ccc(-c2csc(NC(=O)CSC3=NCCS3)n2)cc1 | i | -0.1 | i
CCOC(=O)c1ccc(NC(=O)N2CCOCC2)cc1 | i | 0.1 | i
CCOC(=O)N1CCN(S(=O)(=O)c2ccc(C(=O)Nc3sc4c(c3C(=O)OC)CCN(C)C4)cc2)CC1 | i | -1.6 | i
Cc1ccc(NC(=O)CN2CCCCCC2)cc1[N+](=O)[O-] | i | -2.3 | i
CC1CCN(C(c2ccc(N(C)C)cc2)c2nnnn2Cc2ccccc2)CC1 (stereo not given) | i | -2.1 | i
CN(Cc1c(F)cccc1Cl)C(=O)c1cc2ccccc2o1 | i | 1.3 | i
COCCCNc1nc2nonc2nc1N1CCN(Cc2cccc(C)c2)CC1 | i | 0.4 | i
COc1ccc(N(Cc2ccccc2)S(=O)(=O)c2cccc(C(=O)O)c2)cc1 | i | -0.7 | i
COc1ccc(NC(=O)[C@@H]2CCCN2C(=O)[C@@H]2Cc3ccccc3CN2C(=O)OC(C)(C)C)cc1 | i | -4.3 | i
O=C(/C=C/Nc1ccccc1)c1cnc(-c2ccccc2)s1 | i | -1.7 | i
COc1ccc(NC(=O)C2CC(c3cccc(Br)c3)=NO2)cc1OC (stereo not given) | i | 1.2 | i
O=c1c(Cl)c(NCCO)cnn1-c1cccc(Cl)c1 | i | -0.4 | i
More records
SMILES | CHT allo act | STK33 kinase inh | CHT inh
CCCS(=O)(=O)N1CCCC(C(=O)Oc2ccc(C)c(C)c2)C1 (stereo not given) | i | x | i
COc1ccccc1N1C(=O)c2ccc(C(=O)Nc3cccc(C(C)=O)c3)cc2C1=O | i | -0.4 | i
O=C(c1ccc(-c2nnc(-c3ccccc3)o2)cc1)N1CCCCCC1 | i | 4.7 | i
O=C(NCC1CCCO1)C(c1ccc(F)cc1)N(CCCN1CCOCC1)C(=O)c1ccc(-c2ccccc2)[nH]1 (stereo not given) | i | -0.4 | i
COc1ccc(/C(C)=N\NC(=O)CSc2nnc(C)s2)cc1 | i | -0.6 | i
CC(C)c1ccc(NC(=O)NCc2ccccn2)cc1 | i | -0.6 | i
Cc1cc(C(=O)C(=O)N(C)C)c(C)n1-c1ccc(Cl)cc1 | i | -1.5 | i
COc1ccccc1N1CCN(/N=C/c2cc(OC)c(OC(C)=O)c(OC)c2)CC1 | i | -4.0 | i
O=C(Cc1ccc(-n2c(=O)c3sccc3n(Cc3ccc(F)cc3)c2=O)cc1)NCc1ccco1 | i | 1.0 | i
COc1ccc(/C=C/C(=O)c2ccc3c(c2)OCO3)c(OC)c1 | i | -1.0 | i
COc1ccc(OC)c(S(=O)(=O)N2CCC3(CC2)OCCN3S(=O)(=O)c2ccccc2)c1 | i | 0.9 | i
COc1ccc(-c2ccc(SCC(=O)NCc3ccc4c(c3)OCO4)nn2)cc1OC | i | -1.6 | i
O=C(Nc1ccccc1)N1N=C(c2cccs2)CC1c1cccs1 (stereo not given) | i | -0.5 | i
CC(C)=CCc1c(C)nc2ccccc2c1C(=O)O | i | 1.1 | i
CCOc1ccccc1CNC(=O)C1CCC(=O)N1C(C)C (stereo not given) | i | -0.6 | i
CCn1c(O)c(N=NC(=O)CNC(=O)/C=C/c2ccccc2)c2ccccc21 | i | 0.0 | i
Cn1nc(C(F)(F)F)c(-c2ccccc2)c1NC(=O)c1nccnc1C(=O)O | i | -1.7 | i
C[C@@H](C(=O)Nc1ccc2ccccc2c1)[C@@H]1C[C@@]1(C)[C@@H](NC(=O)c1cccnc1)c1ccccc1 | i | -0.8 | i
COc1ccc(N2CCN(C(=O)COc3ccc4c(C)cc(=O)oc4c3)CC2)cc1 | i | -0.7 | i
Cc1cc(C(=O)NCc2cccs2)c(C)o1 | i | -1.5 | i
O=C(COc1ccc(Cl)cc1)NNC(=O)c1ccc2c(=O)n3c(nc2c1)CCC3 | i | 0.0 | i
O=C(Nc1ccc(N2CCOCC2)c(Cl)c1)c1ccc(Cl)cc1 | i | 2.2 | i
Cc1ccc(-c2nnc(N(C)C(=O)c3cccnc3)s2)cn1 | i | -0.1 | i
Cc1ccc(-c2nn[nH]n2)o1 | i | 0.4 | i
Cc1ccccc1CN1CCN(CC(=O)NCc2ccccc2)C1=O | i | -0.1 | i

Copied from the list.
STK33 kinase inh result of Cc1cc(-c2ccccc2)nc(=O)[nH]1 = -0.8
STK33 kinase inh result of O=C(Nc1ccccc1)N1N=C(c2cccs2)CC1c1cccs1 (stereo not given) = -0.5
STK33 kinase inh result of COc1ccccc1N1C(=O)c2ccc(C(=O)Nc3cccc(C(C)=O)c3)cc2C1=O = -0.4

Continued:
SMILES | CHT allo act | STK33 kinase inh | CHT inh
CC(C)NC(=O)COC(=O)c1cncc(Br)c1 | i | -2.2 | i
O=C(NCC1CCCO1)C(=O)NCC(c1ccco1)N1CCN(c2ccccc2)CC1 (stereo not given) | i | -1.2 | i
Cc1[nH]n(-c2ccccc2)c(=O)c1C(c1ccc(O)c([N+](=O)[O-])c1)c1c(C)[nH]n(-c2ccccc2)c1=O | i | -3.0 | -6.12*
Cc1ccc(C2=C(O)c3ccccc3C(=O)C2=O)cc1 | i | 0.9 | i
CC1=C(C(=O)Nc2ccc(C)cc2C)C(c2ccc(C)o2)NC(=O)N1 (stereo not given) | i | -1.1 | i
CC1=NC(C)(C)Cc2cc(C)c(C)cc21 | i | -0.6 | -8.21*
COc1ccccc1/C=N/NC(=O)C(=O)Nc1ccccc1OC(F)(F)C(F)F | i | 0.2 | i
CC(C)CCNC(=O)c1cc(S(=O)(=O)N2CCCCC2)ccc1N1CCOCC1 | i | -0.4 | i
O=C(N/N=C/c1ccc[nH]1)c1cc(-c2cccs2)nc2ccccc12 | i | -0.2 | i
O=c1oc2ccccc2c(N2CCCCC2)c1[N+](=O)[O-] | i | 0.4 | i
O=C(C1CC1)N1CCN(c2nc3ccccc3s2)CC1 | i | -4.3 | i
COCCCNS(=O)(=O)c1ccc2c3c(cccc13)C(=O)S2 | i | 0.1 | i
COc1cccc(N2CCN(C(=O)CNC(=O)c3sc4ccccc4c3Cl)CC2)c1 | i | -2.9 | i
O=C(N(c1ccccc1)c1ccccc1)n1ccnc1 | i | -2.8 | i
CCOC(=O)C1=C(c2ccccc2)N=C2SCC(=O)N2C1c1ccc(OCC)c(OCC)c1 (stereo not given) | i | 1.0 | i
Cc1cc(Br)cc(C)c1NC(=O)c1ccccc1[N+](=O)[O-] | i | -1.1 | i
CC1=C(C(=O)N2CCOCC2)C(c2cc(C)cs2)NC(=O)N1 (stereo not given) | i | -1.6 | i
C/C(=N/Nc1ccccc1C(=O)O)c1cccs1 | i | -1.8 | i
Cc1ccc(C(=O)OCC(=O)c2cc(C)n(CC3CCCO3)c2C)cc1 (stereo not given) | i | -2.4 | i
CCCOc1ccc(N2CC(C(=O)Nc3ccccc3OC)CC2=O)cc1 (stereo not given) | i | -1.3 | i
Cc1cc(NC(=O)C(C)Oc2ccc(Cl)cc2Cl)n(-c2ccccc2)n1 (stereo not given) | i | 0.8 | i
N#C/C(=N\Nc1ccc(S(=O)(=O)N2CCc3ccccc32)cc1)C(N)=S | i | 1.1 | i
CCc1cc(C(=O)NCCN(C)C)cs1 | i | 0.6 | i
CCCS(=O)(=O)N1CCCC(C(=O)NCC2CCCO2)C1 (stereo not given) | i | 0.3 | i
COc1ccc(-c2cc(C(=O)Nc3ccc(OC)c(OC)c3)no2)cc1 | i | -1.2 | i
The listing continues.
SMILES | CHT allo act | STK33 kinase inh | CHT inh
CCOc1ccc2[nH]c3c(N4CCN(c5ccccn5)CC4)ncnc3c2c1 | i | -2.3 | i
COc1ccc(C)cc1S(=O)(=O)Nc1ccccc1 | i | -1.4 | i
CN(c1ccc(OCC(=O)OCC(=O)NCc2ccco2)cc1)S(=O)(=O)c1ccc2ccccc2c1 | i | x | i
Cc1ccc(C2(C(F)(F)F)NC(=O)N3CCN=C3S2)cc1 (stereo not given) | i | -0.1 | i
COc1ccc(NC(=O)NNS(=O)(=O)c2ccc(Br)cc2)cc1 | i | -1.1 | i
COCCCNC(=O)c1ccc(CS(=O)(=O)c2cccc(C(F)(F)F)c2)o1 | i | -1.2 | i
O=C(NCC1CCCO1)/C(=C\c1cccc([N+](=O)[O-])c1)NC(=O)c1ccccc1 (stereo not given) | i | -0.2 | i
CN(CC(=O)N1CCc2[nH]c3ccc(F)cc3c2C1)CC1OCCO1 | i | -1.5 | i
COc1cc(/C=C2\S/C(=N/S(=O)(=O)Cc3ccccc3)NC2=O)c([N+](=O)[O-])cc1OC | i | -1.3 | -4.95*
Cn1cccc1C(=O)c1cccc([N+](=O)[O-])c1 | i | -0.7 | i

Limited to CHT allo act, for some of the entries so far:
canonical_smiles	CHT allo act
CC(C)CCNC(=O)c1cc(S(=O)(=O)N2CCCCC2)ccc1N1CCOCC1	i
O=C(N/N=C/c1ccc[nH]1)c1cc(-c2cccs2)nc2ccccc12	i

Bioassay records deposited in PubChem by several laboratories.
